From PubChem BioAssay
HSF-1 act: HSF-1 activators, primary screen, NIH3T3-HGL cells, MG132 stress, luminescence, single point; activation, % at 9 µM; actives 1.7% (n = 300,000); NIH3T3-HGL HSF-1 luciferase reporter, 8 h; 100% = twice DMSO control signal;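 active means mean replicate activation of at least 50% with a set share of replicates each reaching 50%; inconclusive means only one of those two conditions met; inactive means mean below 50% and too few replicates reaching it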;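 further: 0% = median of the neutral control wells and 100% = twice that signal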
HSF1 inhib: HSF1 inhibitors in luciferase reporter cells, primary screen, cell-based, NIH3T3, luminescence; actives 0.77% (n = 300,000); NIH3T3-HGL HSE-luciferase, MG132-induced, luminescence 8 h; hits give low values; activity change, negative = inhibition, % at 7.5 µM (by protocol);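 active means more than half of replicate wells show activity change below -50%, luminescence cut by over half; inconclusive means some wells, but at most half, below -50%; inactive means no replicate well below -50%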;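 further: luciferase reports HSF-1 transcriptional activity via heat shock element; 0% = median of DMSO wells and -100% = zero luminescence signal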
IEC-6 tox: cytotoxicity in IEC-6 intestinal epithelial cells, primary screen, cytotoxicity control for KLF5 inhibitor project, cell-based, luminescence; actives 0.78% (n = 290,000); inhibition, % at 5 µM; IEC-6 cytotoxicity, luminescence viability; AID 1825, 2009; in the data active means inhibition above about 22%;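 further: 0% = plate median of test compound wells and 100% = cytotoxic reference compound wells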
KLF5 inhibitor: KLF5 expression inhibitors, primary screen, DLD-1 cells, luminescence; DLD-1 KLF5 promoter-luciferase reporter; AID 1700, 2009; actives 0.23% (n = 290,000); inhibition, % at 5 µM;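 active means inhibition above a per-plate limit of that plate's mean compound inhibition plus 3 SD, cut at about 60% in these data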;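 further: 0% = DMSO wells and 100% = LY294002 at 200 µM; higher means less KLF5 promoter-driven luciferase light; inactives centre near -14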
HDAC3 inh: HDAC3 deacetylase inhibitors, primary screen, biochemical, fluorescence, cell-free homogeneous; Histone deacetylase 3 (Homo sapiens), O15379; recombinant HDAC3, fluorogenic peptide/trypsin coupled; inhibition, % at 8.3 µM; actives 0.15% (n = 320,000); AID 2718, 2010; in the data active means inhibition above about 26%, passing the limit was not always enough; inconclusive means no clear call, values can overlap the other calls
Target sequence (O15379 whole entry, looked up): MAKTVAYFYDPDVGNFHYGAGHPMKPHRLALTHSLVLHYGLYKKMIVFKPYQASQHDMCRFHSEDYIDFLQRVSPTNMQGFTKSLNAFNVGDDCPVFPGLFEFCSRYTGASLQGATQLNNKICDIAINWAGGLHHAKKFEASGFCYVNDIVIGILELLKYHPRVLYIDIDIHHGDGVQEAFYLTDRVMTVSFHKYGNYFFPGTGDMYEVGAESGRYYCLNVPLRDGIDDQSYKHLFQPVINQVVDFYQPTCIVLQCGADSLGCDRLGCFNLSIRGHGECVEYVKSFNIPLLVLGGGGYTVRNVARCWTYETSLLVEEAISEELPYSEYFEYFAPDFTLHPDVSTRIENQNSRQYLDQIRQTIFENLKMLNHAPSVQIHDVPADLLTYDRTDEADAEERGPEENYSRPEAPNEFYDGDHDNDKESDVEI
AI-2 QS mod: Vibrio harveyi AI-2 quorum sensing modulators, primary screen, JMH597 strain, luminescence/OD600 ratio. activity change, % at 7.5 µM. Vibrio harveyi JMH597 AI-2 luminescence/OD600 ratio, 9 h; hits give low values; strain lacks LuxN and CqsS sensors; 0 = neutral-control median. actives 0.4% (n = 300,000); in the data active means activity change below about -75%, passing the limit was not always enough; inconclusive means no clear call, values can overlap the other calls;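 further: luminescence divided by OD600 gain over 9 h not by final OD600 alone; inactives centre near 13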
aSyn 5UTR inh: MLPCN primary screen, SNCA 5' untranslated region. alpha-synuclein 5'UTR reporter, inhibitor activity. inhibition, % (tested at 7.5 µM). actives 0.82% (n = 300,000); in the data active means inhibition above about 60%; inconclusive means no clear call, values can overlap the other calls;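 further: H4 neuroglioblastoma cells stably carrying SNCA 5'UTR luciferase fusion; 0% = DMSO wells and 100% = positive control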
Platelet DG rel: inhibitors of platelet dense granule secretion, primary screen, cell-based, MLPCN, human platelets; human platelet-rich plasma, SFLLRN dense granule ATP release, luminescence; actives 0.22% (n = 300,000); inhibition, %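 (compounds screened at 7.5 µM in platelet-rich plasma)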; AID 1663, 2009;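 active means mean replicate score, as percent of positive control, at or above 50; inconclusive means mean below 50 but at least one replicate at or above 50; inactive means mean and every replicate below 50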
HIF activator: HIF pathway transcriptional activators, primary screen, cell-based, U2OS HRE-luciferase, luminescence | U2OS HRE-luciferase reporter; normalized: DMSO 0%, desferrioxamine 100% | activation, % at 7.5 µM (by protocol) | AID 1910, 2009 | actives 0.32% (n = 300,000);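 active means mean activation of at least 10% of the iron chelator positive control signal, with at least half of replicates also reaching 10%; inconclusive means mean and replicate majority disagree about reaching 10%; inactive means mean and most replicates under 10%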
HSP90 refold inh: HSP90 inhibitors, primary screen, cell lysate, luminescence; Heat shock protein HSP 90 (rabbit reticulocyte lysate; luciferase refolding); Rabbit reticulocyte lysate, luciferase refolding luminescence, 3 h; inhibition, % at 5.6 µM; actives 0.91% (n = 290,000); AID 1789, 2009;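 active means inhibition above the screen-wide mean plus 3 SD, computed separately per campaign, cut at about 16% in these data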;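 further: 0% = DMSO wells and 100% = 60 µM geldanamycin wells; inhibitors lower the luminescence because luciferase stays unfolded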
Active calls of the source: *; ? = inconclusive; · = no result given.

The opening 13 records, ahead of the listing:
nr	Structure	HSF-1 act	HSF1 inhib	IEC-6 tox	KLF5 inhibitor	HDAC3 inh	AI-2 QS mod	aSyn 5UTR inh	Platelet DG rel	HIF activator	HSP90 refold inh
1	CCN(CC)c1ccc(NC(=O)Cn2nnc(-c3cccc(OC)c3OC)n2)c(C)c1	-1	-5	-2	0	-8	10	-4	0	?	-2
2	COc1ccc(NC2CCCN(C(=O)c3oc(C)cc3C)C2)cc1OC (stereo unspecified)	-9	-3	2	7	3	9	3	0	-1.0	-2
3	CCOc1ccc(S(=O)(=O)NC2CCCC2)cc1C	11	-1	-11	-17	5	15	-8	1	-0.2	-5
4	O=C(/C=C/Nc1ccc(F)cc1F)c1ccc(Br)cc1	36	22	·	·	7	12	-19	-3	2.8	·
5	CC(C)(C)OC(=O)N1CCC(CC2CC(c3ccccc3)=NO2)(C(=O)O)CC1 (stereo unspecified)	9	-1	·	·	-1	2	-30	-3	-1.0	·
6	Cn1nnc(NC(=O)CSc2nnnn2-c2ccc(F)cc2)n1	-27	-10	0	13	-2	19	1	-4	-1.1	1
7	Cn1ccnc1SCC(=O)NC12CC3CC(CC(C3)C1)C2	-5	-6	7	-17	-5	7	10	8	-0.3	-3
8	c1ccc(Cc2nnc3sc(C4COc5ccccc5O4)nn23)cc1 (stereo unspecified)	20	3	-3	-25	-3	36	8	-3	0.5	-1
9	Cc1ccc(NC(=O)Cn2c(=O)oc3ccccc32)c(C)c1	0	-7	-10	-21	-4	7	9	-2	-2.9	-4
10	CC(=O)c1cc(C#N)c(N(C)Cc2ccccc2)nc1C	18	17	3	5	5	8	7	-5	0.1	-1
11	CC1(C)CC(=O)C2=C(C1)Nc1ccccc1N1C(=O)c3ccccc3C21 (stereo unspecified)	34	18	-1	-57	9	7	-1	0	-0.5	2
12	Cc1cc(C(=O)CN2C(=O)NC3(CCCC3)C2=O)c(C)n1-c1ccc2c(c1)OCO2	12	-10	1	-32	-15	21	-51	-1	0.3	0
13	COc1ccc(NC(=S)Nc2ccc(S(N)(=O)=O)cc2)c(C)c1	1	4	-5	-25	?	31	-2	-2	-0.2	-4

The whole of this part, from the start:
nr	Structure	HSF-1 act	HSF1 inhib	IEC-6 tox	KLF5 inhibitor	HDAC3 inh	AI-2 QS mod	aSyn 5UTR inh	Platelet DG rel	HIF activator	HSP90 refold inh
1	CCN(CC)c1ccc(NC(=O)Cn2nnc(-c3cccc(OC)c3OC)n2)c(C)c1	-1	-5	-2	0	-8	10	-4	0	?	-2
2	COc1ccc(NC2CCCN(C(=O)c3oc(C)cc3C)C2)cc1OC (stereo unspecified)	-9	-3	2	7	3	9	3	0	-1.0	-2
3	CCOc1ccc(S(=O)(=O)NC2CCCC2)cc1C	11	-1	-11	-17	5	15	-8	1	-0.2	-5
4	O=C(/C=C/Nc1ccc(F)cc1F)c1ccc(Br)cc1	36	22	·	·	7	12	-19	-3	2.8	·
5	CC(C)(C)OC(=O)N1CCC(CC2CC(c3ccccc3)=NO2)(C(=O)O)CC1 (stereo unspecified)	9	-1	·	·	-1	2	-30	-3	-1.0	·
6	Cn1nnc(NC(=O)CSc2nnnn2-c2ccc(F)cc2)n1	-27	-10	0	13	-2	19	1	-4	-1.1	1
7	Cn1ccnc1SCC(=O)NC12CC3CC(CC(C3)C1)C2	-5	-6	7	-17	-5	7	10	8	-0.3	-3
8	c1ccc(Cc2nnc3sc(C4COc5ccccc5O4)nn23)cc1 (stereo unspecified)	20	3	-3	-25	-3	36	8	-3	0.5	-1
9	Cc1ccc(NC(=O)Cn2c(=O)oc3ccccc32)c(C)c1	0	-7	-10	-21	-4	7	9	-2	-2.9	-4
10	CC(=O)c1cc(C#N)c(N(C)Cc2ccccc2)nc1C	18	17	3	5	5	8	7	-5	0.1	-1
11	CC1(C)CC(=O)C2=C(C1)Nc1ccccc1N1C(=O)c3ccccc3C21 (stereo unspecified)	34	18	-1	-57	9	7	-1	0	-0.5	2
12	Cc1cc(C(=O)CN2C(=O)NC3(CCCC3)C2=O)c(C)n1-c1ccc2c(c1)OCO2	12	-10	1	-32	-15	21	-51	-1	0.3	0
13	COc1ccc(NC(=S)Nc2ccc(S(N)(=O)=O)cc2)c(C)c1	1	4	-5	-25	?	31	-2	-2	-0.2	-4
14	Cc1cc(SCC(=O)Nc2c(C)n(C)n(-c3ccccc3)c2=O)nc2ccccc12	-19	-1	3	3	1	15	15	16	-0.5	0
15	Cc1ccc(CSc2nc3c(c(=O)[nH]2)CCC3)cc1	27	11	3	4	1	30	-1	-3	-0.2	-3
16	Fc1ccc(/C=N/n2cnn(Cc3ccccc3Cl)c2=S)cc1	-14	-5	-6	-14	3	19	22	7	0.0	2
17	Cc1ccccc1NS(=O)(=O)c1ccc2c(c1)n(C)c(=O)n2C	6	7	1	1	5	26	-12	6	0.1	5
18	CCCOc1ccccc1C(=O)N1CCNC(=O)C1CC(=O)OC(C)C (stereo unspecified)	-5	-3	-7	-18	4	13	-1	7	-1.1	-2
19	CCc1ccc(-n2c(SCC(=O)N3CCC(C(=O)O)CC3)nnc2-c2ccncc2)cc1	17	-5	0	-5	-9	17	3	0	-0.1	-1
20	Cc1cc(Cl)ccc1Oc1nccc(N(C)C)c1C#N	-6	-7	1	-34	-1	14	19	1	-0.3	-4

nr	Structure	HSF-1 act	HSF1 inhib	IEC-6 tox	KLF5 inhibitor	HDAC3 inh	AI-2 QS mod	aSyn 5UTR inh	Platelet DG rel	HIF activator	HSP90 refold inh
21	CCc1ccc2oc(-c3ccc(OC)cc3)cc(=Nc3cccc(C(=O)O)c3)c2c1	1	-9	1	-53	-50	41	-26	6	-4.2	24*
22	O=C(COc1ccc(-n2ccnc2)cc1)Nc1cccc(Cl)c1	6	-2	-9	-5	-4	0	-10	2	0.5	-2
23	C#CCOc1ccc(Br)cc1/C=N/O	18	12	2	-8	7	4	1	-2	-0.5	3
24	COc1ccccc1NC(=O)CSc1nc2ccccc2nc1N1CC(C)OC(C)C1 (stereo unspecified)	-38	-15	-5	-6	-6	16	-36	12	0.0	2
25	COC(=O)Cn1cnc2c(cnn2-c2ccccc2)c1=O	20	15	-1	-22	-8	9	-26	7	1.9	-2
26	c1csc(-c2ncc3ccccn23)c1	24	7	-4	0	5	11	-49	12	1.6	-2
27	O=C(C1=C(O)C(=O)N(CCN2CCOCC2)C1c1ccc(Cl)cc1)c1cc2ccccc2o1 (stereo unspecified)	2	2	-7	-10	-1	2	11	2	-0.4	-5
28	Cc1cc(NC(=O)CCc2ccc(S(=O)(=O)N3CCOCC3)cc2)n(-c2ccccc2)n1	9	-10	-6	-41	-14	13	-3	-5	0.2	4
29	O=C(O)c1nn(CC(=O)N(C2CCCCC2)C2CCCCC2)c(=O)c2ccccc12	31	2	4	-16	-4	30	15	0	-0.6	7
30	CC[n+]1c(C)n(-c2ccccc2)c2ccc(NC(C)=O)cc21	-6	3	9	-21	4	2	-25	1	-0.1	-2
31	Cn1c(C(=O)NCCCN2CCCC2=O)cc2c(=O)n(C)c3ccccc3c21	17	0	8	-37	3	16	-40	4	0.1	3
32	O=C(NNC(=S)NC(=O)c1ccc(Br)cc1)c1cccc([N+](=O)[O-])c1	-1	-7	-1	-15	-1	45	-6	-9	-7.3	-3
33	N#Cc1c2n(c3c(=O)n(CC(=O)c4ccc(Br)cc4)cnc13)CCCC2	22	-1	-2	-22	-3	30	10	-2	-0.5	-1
34	O=C(C1CC(=O)N(c2ccc(Br)cc2)C1)N1CCCC1 (stereo unspecified)	-3	-1	8	-7	0	-4	8	-5	-0.6	2
35	CCOC(=O)C1CCN(C(c2cc3cc(C)cc(C)c3[nH]c2=O)c2nnnn2C2CCCCC2)CC1 (stereo unspecified)	10	4	-1	-1	1	21	11	9	-0.3	3
36	CCC(C)c1ccc(O)c(NC(=O)c2cccnc2)c1 (stereo unspecified)	-5	0	3	-3	-1	-16	-16	0	-3.2	-1
37	Cc1cc2c(OCC(O)CN3CCCCC3)cccc2[nH]1 (stereo unspecified)	0	-7	-2	0	-5	9	-10	12	0.0	-2
38	Cc1ccc(Cn2ccc(=O)c(OCc3ccccc3)c2C)cc1	4	23	0	-76	-4	7	-110	10	1.3	0
39	CC1(C)Cc2cccc(OCC(=O)Nc3nccs3)c2O1	15	-3	5	24	0	4	28	-4	-1.0	1
40	Cc1ccc(C(=O)Nc2ccccc2OC(F)F)cc1	36	-1	0	-16	-4	17	-62	-3	1.3	4

nr	Structure	HSF-1 act	HSF1 inhib	IEC-6 tox	KLF5 inhibitor	HDAC3 inh	AI-2 QS mod	aSyn 5UTR inh	Platelet DG rel	HIF activator	HSP90 refold inh
41	Cc1ccc(C(=O)N2CCNC(=O)C2CC(=O)Nc2ccc(F)cc2)cc1C (stereo unspecified)	14	-7	0	-16	-1	6	1	-21	-0.2	-2
42	Cc1ccc(N2CC(C(=O)NC3CCSC3=O)CC2=O)cc1 (stereo unspecified)	·	·	-8	-18	0	48	7	19	-0.3	-2
43	C/C(=N\N=C1\NC(=O)C(CC(=O)Nc2ccccc2F)S1)C1CCCCC1 (stereo unspecified)	33	7	-6	-60	-4	25	-5	1	-0.3	-1
44	Cc1cccc2nc(CSc3ccccc3N)cn12	41	10	4	-137	2	11	-48	-10	-1.8	-1
45	Cc1cc(NS(=O)(=O)c2ccc(N3C(=O)C4C5C=CC(C5)C4C3=O)cc2)nc(C)n1 (stereo unspecified)	-7	0	3	2	2	14	8	4	0.4	2
46	COc1ccc(/C=N/OCC(=O)Nc2nc3ccccc3s2)cc1	?	15	-1	-6	-4	?	-28	14	1.7	-2
47	Cc1ccc(CNC(=O)c2ccc3c(c2)S(=O)(=O)c2ccccc2C3=O)cc1	-3	0	·	·	-6	36	5	-2	-0.1	·
48	CN1C(=O)[C@H]2[C@@H](C3CC3)N3C(=O)CN(Cc4ccccc4)C(=O)[C@@]3(C)[C@H]2C1=O	-11	-1	-2	-28	-4	14	-13	-3	0.0	-2
